NPY-Y2 PAM-ag: human NPY-Y2 potentiation or agonism, primary screen | P49146 | cells expressing NPY-Y2, potentiator/agonist read-out | activation, % at 3.6 µM | actives 0.45% (n = 220,000); in the data active = activation above about 27%;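 also: cells stimulated with NPY near EC25 plus isoproterenol at EC100; 0% = vehicle plus submaximal agonist and 100% = vehicle plus saturating agonist; some results beyond the cut were filed as inactive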
p97 ATPase inh: blocks human p97 ATPase activity; inhibition, % at 8 µM; recombinant p97 ATPase, Kinase-Glo ATP luminescence, 3 h; P55072; actives 0.42% (n = 220,000); in the data active = inhibition above about 15%;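 also: 0% = DMSO vehicle and 100% = wells lacking enzyme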
RBBP9 inh: blocks human serine hydrolase RBBP9; O75884; recombinant RBBP9, FP-Rh probe fluorescence polarization; inhibition, % at 7.94 µM; actives 0.2% (n = 220,000);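 active = inhibition above the campaign mean of all tested compounds plus 3 SD, cut at about 14% in these data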;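 also: plate controls were DMSO wells with RBBP9 for no effect and wells lacking RBBP9 protein for full effect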
Target sequence (O75884 whole entry, looked up): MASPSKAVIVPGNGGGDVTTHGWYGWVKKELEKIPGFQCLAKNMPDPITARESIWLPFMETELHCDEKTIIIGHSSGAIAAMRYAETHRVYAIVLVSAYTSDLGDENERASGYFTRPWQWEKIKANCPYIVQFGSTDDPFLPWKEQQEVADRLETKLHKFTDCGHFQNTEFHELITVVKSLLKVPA
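System: RBBP9 protein / Quantity: 2.5 µM RBBP9 dispensing solution, before mixing / Also added: Serine-hydrolase probe FP-Rh, 375 nM pre-mixing / Dosing: 7.94 µM single dose, 0.794% DMSO / Timing: enzyme-compound preincubation 30 min, then probe labeling 45 min, 25 °C / Signal: FP readout at 525/598 nm / Controls: DMSO-treated enzyme wells and wells lacking RBBP9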
Hck Nef HTS: blocks Nef-activated human Hck kinase; inhibition, % at 20 µM; P08631; Recombinant Hck-YEEI plus Nef, Z-Lyte FRET kinase assay; AID 463187; actives 0.68% (n = 220,000);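 active = Hck-Nef kinase inhibition above about 50%, limit read from the data; inactive = inhibition below that limit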;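 also: 0% = DMSO with Hck plus Nef and 100% = Hck alone without Nef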
Runt-CBFb FRET: inhibitors of human RUNX1 Runt domain binding to CBFb; AID 1496; Q01196+Q13951; Cerulean-Runt/Venus-CBFb FRET ratio 530/480, 1 h; actives 0.46% (n = 220,000); inhibition, % at 20 µM;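 active = inhibition over about 50% at 20 µM in the single-dose screen, limit read from the data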;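 also: 0% = DMSO wells and 100% = excess unlabeled CBFb competitor control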
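test system = Cerulean-tagged RUNX1 Runt domain (FRET donor) fusion protein | reagent = Venus-CBFb binding partner, 100 nM | incubation = protein complex preformed 1 h, compound exposure 1 h, room temperature, dark | detection = FRET fluorescence | read-out basis = loss of energy transfer signal | controls = 5 µM unlabeled CBFb as full-inhibition high control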
NPY Y1 blocker: blocks the human neuropeptide Y Y1 receptor; inhibition, % at 3.6 µM; actives 1% (n = 200,000); P25929; HEK293-CNG Y1 cells, membrane potential fluorescence; NPY at EC95, then isoproterenol;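 active = inhibition above the campaign mean inhibition of all tested compounds plus 3 SD, cut at about 20% in these data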;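 also: 0% = DMSO wells given NPY plus isoproterenol and 100% = isoproterenol alone without NPY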
Target sequence (P25929 whole entry, looked up): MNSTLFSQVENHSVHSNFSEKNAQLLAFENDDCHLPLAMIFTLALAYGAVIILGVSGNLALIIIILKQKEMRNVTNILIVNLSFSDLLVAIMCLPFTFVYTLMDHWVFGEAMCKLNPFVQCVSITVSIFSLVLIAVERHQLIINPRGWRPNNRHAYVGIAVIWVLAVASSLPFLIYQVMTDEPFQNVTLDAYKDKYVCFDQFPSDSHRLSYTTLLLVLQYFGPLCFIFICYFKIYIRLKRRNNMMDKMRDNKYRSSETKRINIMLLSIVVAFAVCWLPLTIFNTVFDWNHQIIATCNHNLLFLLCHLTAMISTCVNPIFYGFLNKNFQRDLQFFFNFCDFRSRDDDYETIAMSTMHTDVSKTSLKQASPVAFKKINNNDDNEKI
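Material: Y1- and CNG-channel-expressing HEK293 cells / Probe or stimulus: NPY 25 nM then isoproterenol 1 µM plus Ro 20-1724 25 µM / Doses: 3.6 µM single dose, DMSO 0.4% / Schedule: compound incubation 1 h at room temperature, readout 45 min post-stimulation / Signal: membrane potential fluorescence / Benchmarks: isoproterenol-only wells as full block versus NPY-plus-isoproterenol wells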
Runt-SMMHC FRET: blocks binding of human RUNX1 Runt domain to CBFb-SMMHC | inhibition, % at 20 µM | Q01196+Q13951 | actives 0.74% (n = 220,000) | Cerulean-Runt/Venus-CBFb-SMMHC FRET ratio 530/480, 1 h | AID 1434;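 active = mean inhibition across duplicate retests at 20 µM reaching about 50%, limit read from the data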;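 also: 0% = DMSO wells and 100% = wells with excess untagged CBFb-SMMHC; inhibitors lower the FRET ratio by blocking Runt binding to CBFb-SMMHC; some results filed as inactive read as strong as hits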
NPY1 pot ag: potentiators or agonists of human neuropeptide Y receptor Y1; actives 0.37% (n = 220,000); AID 1304; NPY-Y1 expressing cells, potentiator/agonist activation; activation, % at 3.6 µM; P25929; in the data active = activation above about 33%, passing the limit was not always enough;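 also: cells stimulated with NPY at EC10 then isoproterenol at EC100; 0% = low agonist plus stimulus and 100% = saturating agonist plus stimulus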
MDM2 E3 inh: inhibitors of human Mdm2 E3 ubiquitin ligase | actives 0.11% (n = 210,000) | signal enhancement, % at 5 µM | Q00987 | cell-based MDM2 ubiquitination luciferase reporter, 2 h; 0 = plate control, 100 = twice control, blank-subtracted | AID 1230;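 active = signal enhancement of 30% or more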;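 also: luminescence tracks abundance of the self-degrading MDM2-luciferase fusion protein; higher signal means inhibition of MDM2 E3 ligase activity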
Target sequence (Q00987 whole entry, looked up, the tested form may be a part): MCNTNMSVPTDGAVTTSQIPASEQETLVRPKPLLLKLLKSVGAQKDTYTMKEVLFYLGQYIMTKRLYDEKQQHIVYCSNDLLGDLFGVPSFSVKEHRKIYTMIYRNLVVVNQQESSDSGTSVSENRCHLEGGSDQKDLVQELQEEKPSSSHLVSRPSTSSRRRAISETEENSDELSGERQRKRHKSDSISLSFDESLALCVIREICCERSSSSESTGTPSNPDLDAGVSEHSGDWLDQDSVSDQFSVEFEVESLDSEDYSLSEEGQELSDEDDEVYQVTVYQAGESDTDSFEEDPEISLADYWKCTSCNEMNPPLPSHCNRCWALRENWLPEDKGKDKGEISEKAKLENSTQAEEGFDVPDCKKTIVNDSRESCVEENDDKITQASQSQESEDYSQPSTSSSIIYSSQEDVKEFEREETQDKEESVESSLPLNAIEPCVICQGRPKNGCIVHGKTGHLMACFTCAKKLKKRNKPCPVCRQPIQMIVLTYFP
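Assay system: stable mammalian line carrying autodegrading MDM2–luciferase fusion reporter; amount: 2000 cells seeded into each well; buffer or medium: DMEM; benchmarks: plate control and blank wells; signal: luciferase luminescence; timing: 2 h compound exposure at 37 °C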
Active calls of the source: *; x = no result given.

SMILES | NPY-Y2 PAM-ag | p97 ATPase inh | RBBP9 inh | Hck Nef HTS | Runt-CBFb FRET | NPY Y1 blocker | Runt-SMMHC FRET | NPY1 pot ag | MDM2 E3 inh
Cc1ccc(OC/C(=N\O)C(C)(C)C)c([N+](=O)[O-])c1 | 3 | -3 | -2 | 23 | -1 | 6 | -2 | -19 | -8
Cc1cc(-c2nn(-c3ccccc3F)cc2CN2CCCC(CO)C2)c(C)s1 (configuration not stated) | -15 | -2 | -2 | 27 | x | 6 | x | -17 | -24
O=C(COc1ccccc1Cl)NCCCN1CCOCC1 | 5 | 6 | -6 | 0 | 1 | -2 | -3 | -3 | -5
CCn1c(=O)c(=O)[nH]c2cc(C(=O)NC3CCCC3)ccc21 | 6 | -1 | -10 | -10 | -2 | 3 | -4 | 10 | -5
CC1CN(CC(O)COC2CCC(C(C)(C)C)CC2)CC(C)O1 (configuration not stated) | -9 | -7 | -2 | -40 | -2 | -1 | -2 | -17 | -90
COc1cc(OC)cc(C(=O)NC(=S)Nc2ccc(N3CCCC3)cc2)c1 | -7 | -8 | -5 | -1 | 5 | 4 | 2 | -1 | -7
COc1ccc(C)c2sc(=NC(=O)c3ccc(C(C)=O)cc3)n(C)c12 | -15 | -17 | -9 | 41 | 2 | x | 1 | -42 | -31
O=C(Nc1ccc(-c2nnc3n2CCCCC3)cc1)c1cc2ccccc2o1 | 5 | 1 | 4 | 4 | -2 | 2 | 2 | 13 | 4
O=C1CC(c2ccco2)CC2=C1C=Nc1ccccc1N2 (configuration not stated) | -4 | -1 | 3 | 0 | 26 | 4 | 13 | -3 | -11
CC(C)c1ccc(Nc2ncccc2C#N)cc1 | -10 | -5 | -8 | 1 | 0 | 3 | 2 | -13 | -9
CN(C)N1C(=O)CC(N2CCCC2)C1=O (configuration not stated) | -3 | 5 | -8 | 44 | -3 | 1 | -2 | 15 | -10
CCCn1c(=O)c2ccccc2n2c(SCC(=O)/C(C#N)=C(\C)N)nnc12 | 2 | 0 | -2 | 2 | 1 | 2 | 3 | -6 | -19
C=CCn1c(CSc2nc3ccccc3s2)nnc1SCC(=O)NCc1ccccc1 | -26 | -5 | 0 | -16 | -2 | 3 | -2 | -5 | 6
COc1ccc(-c2csc(C)n2)cc1 | 1 | 3 | 3 | 10 | 2 | 3 | 4 | -22 | x
CCOC(=O)CC1C(=O)NCCN1Cc1cccc(OC)c1 (configuration not stated) | 8 | -2 | -4 | 1 | 0 | 2 | -3 | -11 | -3
COc1ccc(-n2nc(C(=O)NCC(=O)NCC3CCCO3)c3ccccc3c2=O)cc1Cl (configuration not stated) | -5 | -3 | -5 | 0 | 27 | 5 | 4 | -9 | 5
CCc1c(O)nc(SCC(=O)Nc2ccc3c(c2)CCC3)[nH]c1=O | 1 | 1 | -3 | 0 | 0 | 10 | -2 | -5 | 4
Cc1ccccc1OCCCC(=O)Nc1nccs1 | 9 | -5 | -7 | -1 | 2 | -3 | -2 | 13 | -9
COc1ccccc1CNC(=O)CCN1C(=O)COc2ccc(C)cc21 | -8 | -1 | -8 | 1 | -1 | -3 | 1 | 13 | -12
CC1(C)Cc2nc3oc4c(=O)n(CC(=O)Nc5ccc(Cl)cc5)cnc4c3cc2CO1 | 5 | 1 | -3 | 19 | -1 | x | -2 | 13 | -6
Cn1cccc1C(=O)c1cccc([N+](=O)[O-])c1 | -3 | 7 | 2 | 21 | -1 | 1 | -1 | -11 | -1
Nc1nc(-c2ccc(Cl)cc2)c(N=Nc2ccc(S(=O)(=O)N3CCOCC3)cc2)s1 | 0 | -5 | -3 | -2 | -9 | 5 | -8 | 11 | -3
CC(C)NC(=O)COC(=O)c1ccc(NS(=O)(=O)c2ccc3c(c2)OCCO3)cc1 | -3 | -3 | -7 | 12 | 1 | 2 | 2 | 8 | -24
CCOC(=O)NC(NC(=S)Nc1ccc(OCC)cc1)C(Cl)(Cl)Cl (configuration not stated) | -1 | 6 | -1 | -2 | 3 | 11 | 6 | 25 | 2

Three compounds picked at random from the list so far, as already listed:
SMILES | NPY-Y2 PAM-ag | p97 ATPase inh | RBBP9 inh | Hck Nef HTS | Runt-CBFb FRET | NPY Y1 blocker | Runt-SMMHC FRET | NPY1 pot ag | MDM2 E3 inh
CCOC(=O)NC(NC(=S)Nc1ccc(OCC)cc1)C(Cl)(Cl)Cl (configuration not stated) | -1 | 6 | -1 | -2 | 3 | 11 | 6 | 25 | 2
COc1ccc(-n2nc(C(=O)NCC(=O)NCC3CCCO3)c3ccccc3c2=O)cc1Cl (configuration not stated) | -5 | -3 | -5 | 0 | 27 | 5 | 4 | -9 | 5
Nc1nc(-c2ccc(Cl)cc2)c(N=Nc2ccc(S(=O)(=O)N3CCOCC3)cc2)s1 | 0 | -5 | -3 | -2 | -9 | 5 | -8 | 11 | -3

Later entries:
SMILES | NPY-Y2 PAM-ag | p97 ATPase inh | RBBP9 inh | Hck Nef HTS | Runt-CBFb FRET | NPY Y1 blocker | Runt-SMMHC FRET | NPY1 pot ag | MDM2 E3 inh
Cc1ccc(-n2nc(C(=O)O)c3ccccc3c2=O)cc1C | 2 | -3 | -2 | -2 | 1 | -1 | 0 | 6 | -4
COc1ccc2[nH]c3nc(SC(C)C)nnc3c2c1 | 1 | -1 | -8 | 0 | -3 | -3 | -8 | 1 | -80
O=C1CC(Nc2ccc(N3CCOCC3)cc2)C(=O)N1CCc1ccccc1 (configuration not stated) | -9 | 3 | -2 | 10 | 4 | 6 | 0 | -25 | -7
COCCSc1nc2sc3c(c2c(=O)n1-c1ccccc1)CCN(C)C3 | -7 | 7 | 0 | 0 | 3 | 0 | 4 | -9 | -27
Brc1ccccc1-c1nc(-c2ccccc2)no1 | -12 | 2 | -6 | 0 | -1 | 1 | -1 | -18 | -53
C=CCn1c(SCC(=O)OCC)nc(C(F)(F)F)cc1=O | 10 | 4 | -2 | 27 | -2 | 2 | 0 | 6 | 1
CCCCCc1c(O)nc(SCC(=O)O)[nH]c1=O | 6 | -8 | -7 | 0 | x | 6 | x | -22 | x
COCCNC(=S)NN=C1CCCCC1 | 1 | 9 | -2 | 19 | 2 | 3 | -1 | 1 | -2
O=C(CN(C(=O)CCC(=O)Nc1nccs1)c1ccc(F)c(Cl)c1)NCc1ccco1 | 10 | -7 | -8 | -8 | 0 | 2 | 2 | -5 | -21
O=C1CC(C(=O)N(c2ccc(F)cc2)C(C(=O)NC2CCCC2)c2ccccn2)CS1 (configuration not stated) | -20 | -5 | -3 | 8 | 1 | -8 | -3 | 7 | -6
Cc1cc2oc(=O)cc(CN3CCCc4ccccc43)c2cc1C | 6 | 1 | -3 | 0 | -2 | 2 | -5 | 10 | -10
O=C(OCn1nnc2ccccc2c1=O)c1ccc2ncsc2c1 | -14 | 4 | -6 | 1 | 2 | 2 | 1 | -6 | -10
C=CCN(CC=C)Cc1c(O)ccc2c1oc(=O)c1ccccc12 | -14 | 5 | 25* | -1 | x | 16 | x | -13 | x
COc1ccc(CNC(=S)NC2CCCC2)cc1 | -7 | 4 | -6 | 2 | 2 | -1 | 1 | 4 | -9
C/C=C/c1ccc(OCCCCOc2ccccc2F)c(OC)c1 | -5 | -3 | -7 | 1 | 2 | 1 | -6 | -20 | 0
Cc1cccc(-c2nc(CN3CCCC(C(=O)NC4CCCCCC4)C3)c(C)o2)c1 (configuration not stated) | -19 | -6 | 4 | -1 | -10 | 4 | -7 | -14 | -20
CC(C)C(=O)NNC(=O)c1cc2sccc2s1 | 10 | 7 | 6 | 3 | 2 | x | -3 | 10 | -4
COc1ccccc1Oc1ccc(S(=O)(=O)N2CCOCC2)cc1S(=O)(=O)N1CCOCC1 | 0 | 1 | 0 | 1 | 2 | -3 | 2 | 10 | -4
CCc1oc(C(=O)O)cc1COC | -7 | 11 | 1 | 1 | 0 | 4 | -2 | 12 | -3
CCCC(=O)c1c[nH]c(C(=O)N2CCOCC2)c1 | -11 | 1 | 3 | 5 | -3 | 0 | -1 | -18 | -8
O=C(NCCNc1ccc([N+](=O)[O-])cc1C(F)(F)F)c1ccccc1 | -1 | 1 | -4 | 0 | 0 | 4 | 4 | 20 | -14
O=C(NCc1ccccc1)c1cnsn1 | 9 | 0 | 1 | 0 | 0 | 9 | -6 | -6 | -7
CCOC(=O)C1=C(O)/C(=C\c2cccc(OC)c2)N=C1C | 4 | 1 | -4 | 1 | -2 | 0 | -6 | 1 | -6
CCN1CCN(c2nc3c(c(=O)n(C)c(=O)n3C)n2CCSc2nccc(C)n2)CC1 | 5 | -2 | 1 | 0 | -2 | 1 | 0 | -1 | -11
CN1CCN(C(=O)Nc2cccc(-c3ccccc3)c2)CC1 | 16 | 8 | -7 | 3 | 0 | x | -3 | -1 | -4
O=C(COC(=O)c1cccc(S(=O)(=O)N2CCOCC2)c1)Nc1ccc2c(c1)OCO2 | 16 | 5 | -1 | 2 | -2 | 12 | 1 | -6 | -12
COc1ccc(/C=N/Nc2nc(N3CCCCC3)nc(N3CCCCC3)n2)cc1[N+](=O)[O-] | 7 | 3 | -4 | 6 | -1 | -1 | 0 | -5 | 11
CCCCCC(=O)Nc1ccccc1N1CCN(c2ccccc2)CC1 | -16 | -2 | 2 | 1 | -1 | 22* | -6 | -49 | -50
Cc1cccc(NC(=S)Nc2ccccn2)c1C | 12 | 4 | -3 | 0 | 8 | 3 | 1 | 3 | 7
CC(C)CN1C(=O)C(NC(=O)C2CC2)(C(F)(F)F)C2=C1CC(C)(C)CC2=O (configuration not stated) | 1 | 2 | 3 | 2 | -4 | 7 | -2 | -1 | 4
CCC(=O)c1ccc(N2CCCCCC2)c(F)c1 | -10 | 0 | -2 | 1 | 0 | 8 | -7 | 8 | -31
Cc1ccc(-c2nn(-c3ccccc3)c3[nH]c(=O)c(CNCc4ccccc4)cc23)cc1 | -5 | -4 | -3 | -8 | -34 | -2 | -41 | -3 | 2
Cc1cc(C)c(C)c(OCc2nc(-c3cccnc3)no2)c1 | -17 | -6 | -11 | 2 | -8 | 3 | -5 | -54 | -13
Cn1sc(NC(=O)c2ccc(Cl)cc2)nc1=O | 8 | 4 | 2 | 1 | 1 | 2 | -9 | 8 | -19
CC1Oc2ccccc2N(CC(=O)NCc2ccc3c(c2)OCO3)C1=O (configuration not stated) | -6 | -7 | -6 | 22 | x | 3 | x | -16 | -10
O=C1CCCN1CCCNc1ncnc2sccc12 | 5 | 3 | -6 | 34 | 0 | 0 | 1 | -1 | -7
